EWS-Fli block: inhibitors of EWS/Fli oncoprotein transcriptional activity; A673 NR0B1-luciferase reporter, viability-normalised; inhibition, % at 12.6 µM; actives 0.67% (n = 350,000); AID 651661;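 active = mean inhibition of at least 50% after viability correction, with every replicate also passing that limit; inconclusive = mean reaches 50% but only one of two replicates passes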;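 note: firefly luciferase signal divided by Alamar Blue viability fluorescence both relative to DMSO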
Casp6 inh: blocks human caspase-6 cleavage activity. actives 0.53% (n = 350,000). inhibition, % at 12.5 µM. AID 686996. purified caspase-6, Z-VEID-R110 cleavage fluorescence;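 active = mean inhibition across replicates at least about 35%, with every replicate also reaching that limit, limit read from the data; inconclusive = only one of the two criteria met; inactive = neither criterion met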;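 note: 0% = median of neutral control wells and 100% = no fluorescence left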
Target sequence (P55212 24-179 limits assumed): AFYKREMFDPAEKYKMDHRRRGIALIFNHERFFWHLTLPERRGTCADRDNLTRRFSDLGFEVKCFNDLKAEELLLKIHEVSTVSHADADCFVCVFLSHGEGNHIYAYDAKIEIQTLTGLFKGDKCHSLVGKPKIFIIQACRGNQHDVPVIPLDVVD
Target sequence (P55212 194-293 limits assumed): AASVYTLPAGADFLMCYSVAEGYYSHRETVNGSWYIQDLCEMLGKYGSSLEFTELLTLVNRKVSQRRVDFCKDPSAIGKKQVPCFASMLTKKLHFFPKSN
SIRT5 inh: inhibitors of human sirtuin-5 desuccinylase; Q9NXA8; Purified SirT5, succinyl-peptide AMC, trypsin-coupled fluorescence; inhibition, % at 15 µM; actives 1.1% (n = 330,000); AID 652115; in the data active = inhibition above about 15%; inconclusive = no clear call, values can overlap the other calls
Target sequence (Q9NXA8 whole entry, looked up): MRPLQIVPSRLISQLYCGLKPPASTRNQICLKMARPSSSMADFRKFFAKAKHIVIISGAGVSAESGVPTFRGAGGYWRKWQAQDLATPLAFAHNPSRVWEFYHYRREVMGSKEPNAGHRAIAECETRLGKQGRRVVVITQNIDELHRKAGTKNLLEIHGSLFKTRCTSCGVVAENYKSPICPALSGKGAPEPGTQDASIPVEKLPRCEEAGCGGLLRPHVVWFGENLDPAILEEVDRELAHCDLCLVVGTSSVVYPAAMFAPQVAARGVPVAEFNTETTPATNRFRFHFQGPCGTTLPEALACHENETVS
ARNT-TACC3 inh: disrupts binding between human ARNT and TACC3. actives 0.66% (n = 390,000). inhibition, % at 9.99 µM. AID 623870. AlphaScreen His-ARNT PAS-B/GST-TACC3 binding, luminescence; TACC3 fragment carries E629A point mutation;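 active = mean inhibition of replicates at least 50% and at least half of replicates each reaching 50%; inconclusive = half or more replicates reach 50% but mean below 50%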;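 note: 0% = complete ARNT plus TACC3 wells and 100% = ARNT alone without TACC3; many hits fall short of the cut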
LGR2 antag: Drosophila LGR2 receptor signaling inhibition | HEK293 LGR2, CRE-luciferase, bursicon-stimulated, 4 h | inhibition, % at 9.99 µM | actives 0.35% (n = 380,000) | AID 720647;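 active = drop in luminescence signal, shown as inhibition above about 50% in the replicate tests, limit read from the data, passing the limit was not always enough; inconclusive = probably only some replicates passing the limit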;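 note: agonist challenge used bursicon conditioned medium at about half maximal strength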
PAX8 inh HTS: lowers PAX8-driven luciferase in RMG-I cells; inhibition, % at 12.6 µM; RMG-I TPO-luciferase reporter, SteadyGlo, 24 h; AID 652154; actives 1.2% (n = 360,000);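 active = mean replicate inhibition at least 60% with every replicate also reaching 60%; inconclusive = only one of the two criteria is met; inactive = mean below 60% and not all replicates reaching 60%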;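 note: luciferase light reporting Pax8 driven TPO promoter activity; plate controls were median of neutral control wells for no effect and mitoxantrone controls for full effect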
DENV2 CPE rescue: inhibitors of DENV2 cytopathic effect. DENV2-infected cells, cytopathic effect rescue, plate reader. CPE inhibition, % at 9.99 µM. actives 1.7% (n = 350,000); in the data active = CPE inhibition above about 20%, passing the limit was not always enough; inconclusive = no clear call, values can overlap the other calls; tested in BHK-21 cells;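 note: 0% = median of neutral control wells and 100% = median of positive control wells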
* marks the source's active call; other numbers are inactive results; ? = inconclusive; · = not tested or not shown.

Under each structure – EWS-Fli block | Casp6 inh | SIRT5 inh | ARNT-TACC3 inh | LGR2 antag | PAX8 inh HTS | DENV2 CPE rescue
1. Cc1sc2ncnc(NCCCO)c2c1C
    7 | 0 | -2 | 8 | 8 | -8 | 11
2. N=C1C(c2nc3ccccc3s2)=C(O)CN1NC(=O)c1ccc([N+](=O)[O-])cc1
    -59 | -1 | 2 | -5 | -17 | -166 | ·
3. Cc1ccc(S(=O)(=O)N2CCC(=O)N([C@H](COCc3cccc(Cl)c3)C(C)C)CC2)cc1
    4 | 1 | · | · | -2 | 20 | 0
4. COc1ccccc1/C=C/C=N\N1CCN(Cc2ccccc2Cl)CC1
    · | · | · | 10 | -6 | 15 | ·
5. OC(COc1ccccc1)CN1CCC(Cc2ccccc2)CC1 (configuration not stated)
    16 | 0 | 1 | 3 | 5 | 25 | ?
6. C[C@H](CO)N1C[C@H](C)[C@H](CN(C)Cc2ccc(C(=O)Nc3ccccc3N)cc2)Oc2c(NS(=O)(=O)c3ccc(Cl)cc3)cccc2C1=O
    -16 | 1 | 4 | · | -16 | 12 | -4
7. O=C(NC1CCCC1)C(c1ccc(Cl)cc1)N1CCOCC1 (configuration not stated)
    5 | 0 | 0 | -1 | -1 | -10 | -2
8. CCOc1ccccc1N1CCN(C(=O)c2ccccc2OCc2c(C)noc2C)CC1
    6 | -106 | 1 | -4 | -27 | 13 | -5
9. O=C(CSc1nc2[nH]ncc2c(=O)[nH]1)c1ccc(Cl)cc1
    0 | 4 | 9 | · | · | 11 | -3
10. CCOC(=O)c1c(NC(=O)COC(=O)c2ccc(O)cc2)sc(C(=O)N(C)C)c1C
    -14 | 4 | -2 | 4 | 25 | 15 | -4
11. COCC(=O)N(C)C[C@H]1Oc2ncc(C3=CCCCC3)cc2C(=O)N([C@@H](C)CO)C[C@H]1C
    -6 | 3 | -3 | -3 | 15 | · | -8
12. COc1ccc(C(=O)c2coc3c2C(=O)C(=O)c2ccccc2-3)cc1
    -50 | 4 | -5 | -1 | · | 4 | -1
13. Cc1ccc([N+](=O)[O-])cc1N/C=C/C(=O)c1ccco1
    -63 | -2 | 1 | -5 | -8 | · | ·
14. CCOc1ccc(S(=O)(=O)N2CCC(C(=O)NCc3ccncc3)CC2)cc1
    · | 2 | -3 | 0 | -4 | 5 | 13
15. Cc1ccc(-c2[nH]ncc2CNCCc2cnn(-c3ccccc3)c2)cc1C
    18 | -4 | -3 | -2 | -1 | 10 | 9

Excerpt, entries 13 to 15
Under each structure – EWS-Fli block | Casp6 inh | SIRT5 inh | ARNT-TACC3 inh | LGR2 antag | PAX8 inh HTS | DENV2 CPE rescue
13. Cc1ccc([N+](=O)[O-])cc1N/C=C/C(=O)c1ccco1
    -63 | -2 | 1 | -5 | -8 | · | ·
14. CCOc1ccc(S(=O)(=O)N2CCC(C(=O)NCc3ccncc3)CC2)cc1
    · | 2 | -3 | 0 | -4 | 5 | 13
15. Cc1ccc(-c2[nH]ncc2CNCCc2cnn(-c3ccccc3)c2)cc1C
    18 | -4 | -3 | -2 | -1 | 10 | 9

Next section:
Under each structure – EWS-Fli block | Casp6 inh | SIRT5 inh | ARNT-TACC3 inh | LGR2 antag | PAX8 inh HTS | DENV2 CPE rescue
16. COc1ccc(CN(C)C[C@H]2Oc3ccc(NC(=O)Nc4cccc5ccccc45)cc3C(=O)N([C@@H](C)CO)C[C@@H]2C)cc1
    2 | 1 | 2 | 3 | -11 | 9 | 8
17. CCCn1c2ccccc2c2cnn(CC(=O)NCCCN3CCCC(C)C3)c(=O)c21 (configuration not stated)
    · | -4 | -2 | 12 | 6 | -16 | -5
18. NC(=O)C1CCN(C(=O)CN(c2ccc3c(c2)OCCO3)S(=O)(=O)c2ccccc2)CC1
    1 | -1 | -3 | -5 | -6 | -19 | 2
19. CC(C)(C)c1ccc(C(=O)Nc2ccc(S(=O)(=O)Nc3cnc4ccccc4n3)cc2)cc1
    6 | 61* | -1 | -32 | 1 | -1 | -4
20. CC(C)NC(=O)Nc1ccc2c(c1)C(=O)N([C@@H](C)CO)C[C@@H](C)[C@H](CN(C)Cc1ccc(C(F)(F)F)cc1)OCCCC[C@H](C)O2
    11 | 1 | 13 | 1 | -2 | -8 | ?
21. Nc1cccc(NC(=O)c2ccco2)c1
    -8 | 2 | 0 | -5 | 13 | -22 | -3
22. COc1cc(/C=N/N2CCN(C3c4ccccc4-c4ccccc43)CC2)cc(OC)c1OC
    3 | 0 | -4 | -8 | 21 | -2 | 5
23. COc1ccccc1NC(=S)NC(=O)c1ccc(Cn2cc(Br)cn2)cc1
    -8 | -3 | -3 | -3 | 1 | 14 | 7
24. CCCSc1ncnc2[nH]ncc12
    -12 | -3 | -2 | -1 | -26 | -31 | 0
25. Cc1ccc2c(C)c(C(=O)Nc3ccc(S(N)(=O)=O)cc3)oc2c1C
    4 | -3 | -4 | 31 | -14 | -15 | -8
26. CC1(C(=O)NCc2ccc3c(c2)OCO3)CCN1C(=O)Cc1cccs1 (configuration not stated)
    -10 | -2 | · | · | 28 | -9 | 0
27. Cc1ccc(CNC(=O)Cc2cn(C)c3ccccc23)cc1
    -19 | 0 | -3 | -6 | 7 | -42 | -1
28. C[C@@H]1CN([C@H](C)CO)S(=O)(=O)c2ccc(-c3ccccc3)cc2O[C@@H]1CN(C)CC1CC1
    -4 | 0 | 2 | -2 | 5 | · | 18
29. O=C(C1CCCCC1)N1CCN(c2nc(-c3ccc(F)cc3)cs2)CC1
    -1 | -2 | -1 | 2 | 20 | 3 | 5
30. C[C@H]1CN([C@@H](C)CO)C(=O)c2ccccc2-c2ccccc2CO[C@H]1CN(C)Cc1cccc(O)c1
    1 | -1 | · | 12 | -17 | 0 | 9
31. C[C@@H]1CN([C@@H](C)CO)C(=O)Cc2cc(NC(=O)NC3CCCCC3)ccc2O[C@H]1CN(C)Cc1ccc(C(F)(F)F)cc1
    20 | 1 | 15 | 5 | 25 | · | 2
32. CC(C)NC(=O)Nc1ccc2c(c1)C(=O)N([C@H](C)CO)C[C@@H](C)[C@H](CN(C)C(=O)CCCN(C)C)OCCCC[C@@H](C)O2
    · | 2 | 1 | -5 | -6 | -3 | 2
33. Cc1nnsc1C(=O)NC(C)c1ccccc1 (configuration not stated)
    6 | -1 | 9 | 0 | 2 | 4 | 3
34. CCOC(=O)Nc1ccc2c(c1)Cc1cc([N+](=O)[O-])ccc1-2
    -43 | 0 | 11 | · | -83 | -124 | ?
35. Cc1ccc(NC(=O)CCSc2ccccn2)cc1
    -12 | 0 | -1 | -4 | · | -96 | 7
36. CC(=O)Nc1ccc(S(=O)(=O)NC(C)C(=O)NCC(c2ccco2)N2CCCCC2)cc1 (configuration not stated)
    -5 | 1 | 0 | 2 | -11 | 2 | -8
37. COc1cc([N+](=O)[O-])cc(/C=N/NC(=O)Cn2nc(C)cc2C)c1O
    14 | -1 | -2 | 63* | 4 | 14 | 20
38. CCC(C)c1ccccc1N1CC(C(=O)N(C)CC(=O)Nc2cccc(F)c2)CC1=O (configuration not stated)
    -4 | -1 | -6 | 0 | 3 | -14 | ?
39. N#C[C@@H]1[C@H](c2ccc(-c3ccccc3F)cc2)[C@@H](CO)N1C(=O)C1CCC1
    -11 | 2 | -1 | 2 | 9 | 2 | 13
40. C[C@H](O)C#Cc1ccc2c(c1)O[C@@H](CN(C)C)[C@@H](C)CN([C@@H](C)CO)S2(=O)=O
    -4 | -6 | -2 | 7 | -12 | -1 | -2
41. CC(=O)N[C@H]1C[C@@H]2O[C@H](CO)CC[C@@H]2O[C@@H]1CCc1ccc(C#CC2(O)CCCC2)cc1
    -12 | 1 | -3 | · | · | · | ?
42. Cc1ccc(C)c(NC(=O)CSc2nnc(CNC(=O)c3cccs3)o2)c1
    3 | 11 | 6 | 3 | -27 | -6 | -5
43. CC(=O)Nc1nc(SCC(=O)NCc2ccc(F)cc2)[nH]c(=O)c1NC(=O)c1cccs1
    -2 | 1 | -6 | · | -18 | 1 | -10
44. CCOC(=O)c1[nH]c2c(c1-c1ccccc1)C(=O)CC(c1ccc(OCC)cc1)C2 (configuration not stated)
    -2 | 0 | · | · | 14 | 0 | -1
45. Cc1ccc(S(=O)(=O)N2CCCC(C(=O)NNCC(=O)Nc3cc(F)ccc3F)C2)cc1 (configuration not stated)
    2 | -2 | -1 | -4 | 7 | -8 | 3
46. CCN(CC)P(=O)(Nc1ccc(Br)cc1)c1c(C)nn(CCC#N)c1NC(=O)c1ccc(Cl)cc1 (configuration not stated)
    -4 | 1 | -3 | 6 | 5 | 0 | -1
47. COc1cccc(COC(=O)C2CCN(S(=O)(=O)c3ccc(C)cc3)CC2)c1OC
    8 | 2 | 0 | 3 | -2 | -4 | 4
48. CO[C@H]1CN(C)C(=O)c2ccc(NC(=O)c3ccno3)cc2OC[C@H](C)N(C(=O)C2CCC2)C[C@H]1C
    -2 | 10 | 2 | -2 | 3 | 9 | -3
49. N#Cc1c(-n2cccc2C=O)sc2c1CCCC2
    3 | 1 | 6 | 11 | 19 | -5 | 9
50. Cc1ccccc1CC1(CO)CCCN(C(=O)c2ccc(F)cc2)C1 (configuration not stated)
    3 | 1 | -2 | -9 | 10 | 5 | -5
51. C[C@@H]1CCCCO[C@@H](CN(C)C(=O)Nc2cccc3ccccc23)[C@H](C)CN([C@H](C)CO)C(=O)c2cc(N(C)C)ccc2O1
    10 | 0 | -2 | 44 | 18 | 31 | -3
52. Cc1ccc(NS(=O)(=O)c2ccc3c(c2)oc(=O)n3C)c(C)c1
    0 | 2 | 7 | -7 | 7 | -5 | 2
53. CC(C)C#Cc1ccc2c(c1)O[C@H](CN(C)C(=O)Nc1ccccc1)[C@@H](C)CN([C@H](C)CO)S2(=O)=O
    4 | · | -3 | 28 | -7 | 4 | -1
54. CCOC(=O)Cc1c(C)nc(Cc2ccc(OC(C)C)cc2)[nH]c1=O
    8 | 4 | -3 | 0 | -7 | 8 | 6
55. O=C(COC(=O)c1ccco1)Nc1nc2ccc([N+](=O)[O-])cc2s1
    13 | 1 | 0 | -5 | 18 | -4 | -5
56. O=C(C[C@H]1C=C[C@@H](NC(=O)C2CCOCC2)[C@H](CO)O1)Nc1ccccc1
    -8 | 3 | 3 | · | -16 | · | 12
57. O=C(/C=C/c1ccccc1)Nc1cccc(C(=O)O)c1
    86* | -1 | -17 | -1 | 103* | 96* | ·
58. COc1ccccc1N1N=C(c2cccs2)CC1c1ccccc1 (configuration not stated)
    · | · | · | -55 | -2 | 0 | ·
59. CN(NC1OC(=O)c2ccccc21)c1c([N+](=O)[O-])cc(C(F)(F)F)cc1[N+](=O)[O-] (configuration not stated)
    16 | -1 | -4 | 1 | 10 | -2 | -2
60. Cc1ccc(Cn2c(C(C)Nc3nc(-c4ccc(F)cc4)cs3)nc3cc(C(F)(F)F)ccc32)cc1 (configuration not stated)
    -8 | -2 | -5 | 0 | -6 | 3 | -9
61. COCCCNC(=O)CC1C[C@H](C(=O)N2CCOCC2)[C@@]2(C)c3[nH]c4ccc(OC)cc4c3CCN2C1=O (some centres not stated)
    1 | 1 | 0 | 2 | -34 | 4 | -4
62. CO[C@@H]1CN(C)C(=O)c2ccc(NC(=O)C3CCCCC3)cc2OC[C@@H](C)N(Cc2nccs2)C[C@@H]1C
    -5 | 0 | 3 | -10 | -9 | -8 | -3
63. CCOc1ccc2ccccc2c1/C=N/NC(=O)CNC(=O)c1ccccc1O
    -10 | 10 | -1 | 2 | 17 | 20 | 2
64. Cc1ccc(NC(=O)Nc2ccc3c(c2)CCC3)c(C)c1
    -36 | -3 | 0 | -3 | -15 | -2 | -6
65. O=C(Nc1ccc(Oc2ccccc2)cc1)c1csc([C@@H]2C[C@H](O)[C@@H](CO)O2)n1
    12 | -1 | · | · | 9 | 19 | 2
66. O=C(Nc1ccc2c(c1)[C@@H]1C[C@H](CC(=O)N3CCCCC3)O[C@@H](CO)[C@@H]1O2)C1CCC1
    0 | -4 | 3 | -1 | 4 | -10 | -2
67. N=c1c(C(=O)NCC2CCCO2)cc2c(=O)n3ccccc3nc2n1Cc1ccccc1Cl (configuration not stated)
    · | -1 | -10 | -4 | 2 | 28 | 16

Screening results from PubChem BioAssay.
